Screening data from PubChem BioAssay.
TRPC6 inhibitor – mouse TRPC6 channel inhibitors, primary screen, cell-based, HEK293, membrane potential dye; 1.1% of 310,000 active; B-score at 10 µM; Short transient receptor potential channel 6 (Mus musculus), Q61143; ACh-evoked depolarization; stronger effect = lower value;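 active = B-score under library mean minus 3 SD, initial fluorescence not abnormally high, positive integrated signal ratio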;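 note: B-score derived from integrated fluorescence ratio over the kinetic read; more negative B-score means stronger inhibition of depolarization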
AI-2 QS modul – Vibrio harveyi AI-2 quorum sensing modulators, primary screen, JMH597 strain, luminescence/OD600 ratio. Vibrio harveyi JMH597 AI-2 luminescence/OD600 ratio, 9 h; stronger effect = lower value; strain lacks LuxN and CqsS sensors; 0 = neutral-control median. activity change, % at 7.5 µM. 0.4% of 300,000 active. AID 2094, 2009; in the data active = activity change below about -75%, passing the limit was not always enough;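 note: luminescence divided by OD600 gain over 9 h not by final OD600 alone; inactives centre near 13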
PolyA inh – polyadenylation inhibitors in yeast reporter cells, primary screen, luminescence, S. cerevisiae | S. cerevisiae SKY197-pL101 polyadenylation reporter, beta-gal luminescence; efflux-impaired pdr1/pdr3 knockout yeast; score 100 = 6 SD above DMSO | calls only at 12 µM | 0.02% of 300,000 active | AID 1875, 2009;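 active = lowest replicate activity score at least 50, where 100 means six control SD above control mean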;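 note: yeast exposed to compound for 9 h at 30 °C; higher score means more reporter readthrough which indicates perturbed polyadenylation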
TRPC6 activator – mouse TRPC6 channel activators, primary screen, cell-based, HEK293, membrane potential dye; Short transient receptor potential channel 6 (Mus musculus), Q61143; HEK293-TRPC6 membrane potential dye fluorescence; stronger effect = higher value; B-score at 10 µM; 0.13% of 310,000 active;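 active = B-score of the integrated fluorescence ratio above library mean plus 3 SD, and starting fluorescence ratio within library mean plus 5 SD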;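 note: higher score means more depolarization so channel activation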
TRPC4 act – activators of mouse TRPC4 channel, primary screen, Fluo4 calcium, HEK293 TRPC4beta/mu-opioid cells. B-score at 10 µM. Fluo4 calcium fluorescence; stronger effect = higher value. 0.49% of 310,000 active. AID 2237, 2010;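 active = B-score above 5 SD of library B-scores, and initial fluorescence ratio not above library mean plus 5 SD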;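 note: positive B-score marks a calcium rise read as TRPC4 activation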
Target sequence (Q9QUQ5 whole entry, looked up): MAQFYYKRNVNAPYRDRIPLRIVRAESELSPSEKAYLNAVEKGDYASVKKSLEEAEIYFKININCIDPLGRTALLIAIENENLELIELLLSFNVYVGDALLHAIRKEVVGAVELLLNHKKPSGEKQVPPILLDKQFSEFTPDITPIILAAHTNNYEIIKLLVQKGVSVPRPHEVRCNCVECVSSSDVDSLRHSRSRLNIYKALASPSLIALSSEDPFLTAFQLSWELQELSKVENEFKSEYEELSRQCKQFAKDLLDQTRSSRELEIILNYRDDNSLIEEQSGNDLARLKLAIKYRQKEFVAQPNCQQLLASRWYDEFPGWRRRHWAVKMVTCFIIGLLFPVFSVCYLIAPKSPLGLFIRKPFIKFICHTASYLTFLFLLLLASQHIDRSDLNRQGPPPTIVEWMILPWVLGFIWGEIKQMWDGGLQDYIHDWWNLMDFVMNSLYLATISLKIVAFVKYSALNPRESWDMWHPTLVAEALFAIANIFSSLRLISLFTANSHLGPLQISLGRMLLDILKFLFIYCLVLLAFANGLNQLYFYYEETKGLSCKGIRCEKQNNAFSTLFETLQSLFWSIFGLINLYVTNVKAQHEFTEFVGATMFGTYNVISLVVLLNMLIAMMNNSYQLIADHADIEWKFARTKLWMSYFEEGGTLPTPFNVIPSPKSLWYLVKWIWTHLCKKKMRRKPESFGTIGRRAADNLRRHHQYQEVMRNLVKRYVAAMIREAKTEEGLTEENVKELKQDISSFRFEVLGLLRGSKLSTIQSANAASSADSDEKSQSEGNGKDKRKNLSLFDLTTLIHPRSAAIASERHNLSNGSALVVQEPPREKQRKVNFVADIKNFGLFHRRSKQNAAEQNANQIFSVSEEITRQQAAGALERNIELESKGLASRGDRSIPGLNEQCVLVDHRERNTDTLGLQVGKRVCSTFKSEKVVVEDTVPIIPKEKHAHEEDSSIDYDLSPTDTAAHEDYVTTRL
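System: HEK293 cells stably co-expressing mouse TRPC4beta and mu-opioid receptor; Schedule: Fluo4 dye loading 45 min at room temperature, 110 s recording; Detection: Fluo4 fluorescence, kinetic; Evaluation: B-scored integrated calcium fluorescence ratio; Controls: buffer (low) and maximal DAMGO (high).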
MrgX1 PAM – positive allosteric modulators of MrgX1, primary screen, HEK293 cells, Fluo-4 calcium flux. FDSS; stronger effect = higher value. B-score at 10 µM. 0.63% of 310,000 active;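 active = plate-corrected calcium response at least 3 library SD above typical, normal starting fluorescence, not activating the receptor alone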;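 note: compound read alongside a low EC10 to EC30 dose of BAM8-22 agonist; peak minus trough fluorescence over baseline measured at the second addition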
HIF activator – HIF pathway transcriptional activators, primary screen, cell-based, U2OS HRE-luciferase, luminescence; U2OS HRE-luciferase reporter; normalized: DMSO 0%, desferrioxamine 100%; activation, % at 7.5 µM (by protocol); 0.32% of 300,000 active; AID 1910, 2009;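 active = mean activation of at least 10% of the iron chelator positive control signal, with at least half of replicates also reaching 10%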
TRPC4 block – inhibitors of mouse TRPC4 channel, primary screen, Fluo4 calcium, HEK293 TRPC4beta/mu-opioid cells | B-score at 10 µM | 0.39% of 300,000 active | Short transient receptor potential channel 4 (Mus musculus), Q9QUQ5 | DAMGO-evoked Fluo4 calcium flux; stronger effect = lower value;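 active = B-score over 3 SD under the library average, no early fluorescence shift, positive overall ratio signal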
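test system = HEK293 cells with stable TRPC4beta plus mu-opioid receptor expression | detection = Fluo4 Ca2+ flux fluorescence | read-out = integrated fluorescence ratio relative to baseline, converted to per-well B score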
MrgX1 ag – agonists of human MrgX1 receptor, primary screen, HEK293 cells, Fluo-4 calcium flux; Mas-related G-protein coupled receptor member X1 (Homo sapiens), Q96LB2; Fluo-4 calcium fluorescence, agonist mode; stronger effect = higher value; B-score at 10 µM; 0.44% of 310,000 active; AID 588627, 2011;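 active = calcium response B-score plate-corrected fluorescence ratio at least 3 library SD, with starting fluorescence B-score inside 5 SD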
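Material – MrgX1-expressing HEK293 cells · Input – 15,000 cells seeded per well · Dosing – compound as first of three additions · Times – overnight seeding, then 1 h dark dye loading · Measured by – kinetic Fluo-4 NW fluorescence of intracellular calcium · Read-out – B-scored fluorescence response ratio · Benchmarks – positive and negative control wells on each plate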
MrgX1 antagonist – antagonists of human MrgX1 receptor, primary screen, HEK293 cells, Fluo-4 calcium flux; B-score at 10 µM; Mas-related G-protein coupled receptor member X1 (Homo sapiens), Q96LB2; BAM8-22 antagonism; stronger effect = lower value; 1.3% of 310,000 active;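 active = calcium-response B-score plate-corrected more than 3 library SD below zero, starting fluorescence within 5 deviations, no agonist response on first addition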;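 note: peak minus trough fluorescence over baseline after final BAM8-22 challenge near maximal dose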
TRPC4 potent – positive allosteric modulators of TRPC4, primary screen, cell-based, mouse TRPC4beta, HEK293 mu-opioid, Fluo-4 calcium; Short transient receptor potential channel 4 (Mus musculus), Q9QUQ5; DAMGO EC20, Fluo-4 Ca2+ flux; stronger effect = higher value; B-score at 10 µM; 0.42% of 310,000 active; AID 2227, 2009;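 active = B-score of calcium response area above 5 SD of library B-scores, with initial fluorescence ratio within 5 SD of library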;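 note: B-score of integrated fluorescence ratio over time as area under calcium response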
The depositor's hits bear a star. Not all compounds are listed; the hit share may differ from the screen's.

What do the screens show for `CC(C)c1onc(C(=O)N2CCN(c3ccc(F)cc3)CC2)c1[N+](=O)[O-]`?
TRPC6 inhibitor: inactive; AI-2 QS modul: 20; PolyA inh: inactive; TRPC6 activator: inactive; TRPC4 act: inactive; MrgX1 PAM: inactive; HIF activator: -1.1; TRPC4 block: inactive; MrgX1 ag: inactive; MrgX1 antagonist: inactive; TRPC4 potent: inactive

What do the screens show for `COc1cc(/C=C(\C#N)C(=O)Nc2cccc3ncccc23)cc(OC)c1OC`?
TRPC6 inhibitor: inactive; AI-2 QS modul: 28; PolyA inh: inactive; TRPC6 activator: inactive; TRPC4 act: inactive; MrgX1 PAM: inactive; HIF activator: -0.5; TRPC4 block: inactive; MrgX1 ag: inactive; MrgX1 antagonist: inactive; TRPC4 potent: inactive

Results for COc1cc(OC)cc(C(=O)NCC(=O)OCC(=O)N2CC(C)CC(C)C2)c1 (stereo not given) ?
TRPC6 inhibitor: inactive; AI-2 QS modul: 38; PolyA inh: inactive; TRPC6 activator: inactive; TRPC4 act: inactive; MrgX1 PAM: inactive; HIF activator: -0.5; TRPC4 block: inactive; MrgX1 ag: inactive; MrgX1 antagonist: inactive; TRPC4 potent: inactive

How did COc1cc(-c2n[nH]c(=S)n2-c2cccc(C(F)(F)F)c2)cc(OC)c1OC do in these assays?
TRPC6 inhibitor: inactive; AI-2 QS modul: 11; PolyA inh: inactive; TRPC6 activator: inactive; TRPC4 act: inactive; MrgX1 PAM: inactive; HIF activator: 0.2; TRPC4 block: inactive; MrgX1 ag: inactive; MrgX1 antagonist: inactive; TRPC4 potent: inactive

What do the screens show for `COc1ccc(/C=C(/C#N)C(=O)Nc2ccc(O)cc2)cc1C(=O)O`?
TRPC6 inhibitor: inactive; AI-2 QS modul: 13; PolyA inh: inactive; TRPC6 activator: inactive; TRPC4 act: inactive; MrgX1 PAM: inactive; HIF activator: -0.2; TRPC4 block: inactive; MrgX1 ag: inactive; MrgX1 antagonist: inactive; TRPC4 potent: inactive

How did COC(=O)c1ccc(COc2ccccc2/C=C(\C#N)C(=O)Nc2ccc(C)cc2)cc1 do in these assays?
TRPC6 inhibitor: inactive; AI-2 QS modul: 6; PolyA inh: inactive; TRPC6 activator: inactive; TRPC4 act: inactive; MrgX1 PAM: inactive; HIF activator: 3.0; TRPC4 block: inactive; MrgX1 ag: inactive; MrgX1 antagonist: inactive; TRPC4 potent: inactive

What do the screens show for `O=P(Cc1cc[n+]([O-])cc1)(c1ccccc1)c1ccccc1`?
TRPC6 inhibitor: inactive; AI-2 QS modul: 2; PolyA inh: inactive; TRPC6 activator: inactive; TRPC4 act: inactive; MrgX1 PAM: inactive; HIF activator: 0.0; TRPC4 block: inactive; MrgX1 ag: inactive; MrgX1 antagonist: inactive; TRPC4 potent: inactive

Results for COc1ccccc1C1=NOC(C(=O)N2CCN(C(=O)c3ccco3)CC2)C1 (stereo not given) ?
TRPC6 inhibitor: inactive; AI-2 QS modul: 46; PolyA inh: inactive; TRPC6 activator: inactive; TRPC4 act: inactive; MrgX1 PAM: inactive; HIF activator: 0.5; TRPC4 block: inactive; MrgX1 ag: inactive; MrgX1 antagonist: inactive; TRPC4 potent: inactive

What do the screens show for `O=C(NCc1ccccn1)c1c(O)c2cccc3c2n(c1=O)CC3`?
TRPC6 inhibitor: inactive; AI-2 QS modul: 24; PolyA inh: inactive; TRPC6 activator: inactive; TRPC4 act: inactive; MrgX1 PAM: inactive; HIF activator: 0.6; TRPC4 block: inactive; MrgX1 ag: inactive; MrgX1 antagonist: inactive; TRPC4 potent: inactive

What do the screens show for `CCOC(=O)Cc1csc(NS(=O)(=O)c2ccc(SC)cc2)n1`?
TRPC6 inhibitor: inactive; AI-2 QS modul: 40; PolyA inh: inactive; TRPC6 activator: inactive; TRPC4 act: inactive; MrgX1 PAM: inactive; HIF activator: 0.0; TRPC4 block: inactive; MrgX1 ag: inactive; MrgX1 antagonist: inactive; TRPC4 potent: inactive

Results for COc1ccc2nc(NC3=NC(c4ccccc4)CC(=O)N3)nc(C)c2c1 (stereo not given) ?
TRPC6 inhibitor: inactive; AI-2 QS modul: 19; PolyA inh: inactive; TRPC6 activator: inactive; TRPC4 act: inactive; MrgX1 PAM: inactive; HIF activator: -0.1; TRPC4 block: inactive; MrgX1 ag: inactive; MrgX1 antagonist: inactive; TRPC4 potent: inactive

What do the screens show for `CCOC(=O)CCCNC(=O)COC(=O)[C@@H]1CCCN1S(=O)(=O)c1ccc(Cl)cc1`?
TRPC6 inhibitor: inactive; AI-2 QS modul: 29; PolyA inh: inactive; TRPC6 activator: inactive; TRPC4 act: inactive; MrgX1 PAM: inactive; HIF activator: 0.1; TRPC4 block: inactive; MrgX1 ag: inactive; MrgX1 antagonist: inactive; TRPC4 potent: inactive

Results for CC1S/C(=C(\C#N)C(N)=O)N(c2ccc(F)cc2)C1=O (stereo not given) ?
TRPC6 inhibitor: inactive; AI-2 QS modul: 25; PolyA inh: inactive; TRPC6 activator: inactive; TRPC4 act: inactive; MrgX1 PAM: inactive; HIF activator: 0.3; TRPC4 block: inactive; MrgX1 ag: inactive; MrgX1 antagonist: inactive; TRPC4 potent: inactive

Results for CCC(C)(C(=O)NC1CCCCC1)N(C(=O)C1CCC(=O)N1)c1ccccc1 (stereo not given) ?
TRPC6 inhibitor: inactive; AI-2 QS modul: 1; PolyA inh: inactive; TRPC6 activator: inactive; TRPC4 act: inactive; MrgX1 PAM: inactive; HIF activator: -1.2; TRPC4 block: inactive; MrgX1 ag: inactive; MrgX1 antagonist: inactive; TRPC4 potent: inactive

Results for CCOc1ccccc1C1NC(=O)NC(C)=C1C(=O)OCc1ccco1 (stereo not given) ?
TRPC6 inhibitor: inactive; AI-2 QS modul: -7; PolyA inh: inactive; TRPC6 activator: inactive; TRPC4 act: inactive; MrgX1 PAM: inactive; HIF activator: 0.5; TRPC4 block: inactive; MrgX1 ag: inactive; MrgX1 antagonist: inactive; TRPC4 potent: inactive

Results for OCCOc1ccc(CN2CCN(CCCc3ccccc3)C(CCO)C2)cc1 (stereo not given) ?
TRPC6 inhibitor: inactive; AI-2 QS modul: 38; PolyA inh: inactive; TRPC6 activator: inactive; TRPC4 act: inactive; MrgX1 PAM: inactive; HIF activator: -13; TRPC4 block: inactive; MrgX1 ag: inactive; MrgX1 antagonist: inactive; TRPC4 potent: inactive

Results for Cc1nc2ccccc2c(=O)n1NC(=O)c1cc(Br)ccc1Cl ?
TRPC6 inhibitor: inactive; AI-2 QS modul: -2; PolyA inh: inactive; TRPC6 activator: inactive; TRPC4 act: inactive; MrgX1 PAM: inactive; HIF activator: 0.3; TRPC4 block: inactive; MrgX1 ag: inactive; MrgX1 antagonist: inactive; TRPC4 potent: inactive

How did COc1ccccc1-c1nc2s/c(=C\c3cccs3)c(=O)n2n1 do in these assays?
TRPC6 inhibitor: inactive; AI-2 QS modul: 6; PolyA inh: inactive; TRPC6 activator: inactive; TRPC4 act: inactive; MrgX1 PAM: inactive; HIF activator: -0.2; TRPC4 block: inactive; MrgX1 ag: inactive; MrgX1 antagonist: inactive; TRPC4 potent: inactive

What do the screens show for `Cc1ccc(C(=O)N/C(=C/c2ccco2)C(=O)N2CCCCCC2)cc1`?
TRPC6 inhibitor: inactive; AI-2 QS modul: 38; PolyA inh: inactive; TRPC6 activator: inactive; TRPC4 act: inactive; MrgX1 PAM: inactive; HIF activator: 0.1; TRPC4 block: inactive; MrgX1 ag: inactive; MrgX1 antagonist: inactive; TRPC4 potent: inactive

How did COCCn1c(SCC(=O)N2CC(=O)Nc3ccccc32)nnc1-c1ccoc1C do in these assays?
TRPC6 inhibitor: inactive; AI-2 QS modul: 8; PolyA inh: inactive; TRPC6 activator: inactive; TRPC4 act: inactive; MrgX1 PAM: inactive; HIF activator: -0.1; TRPC4 block: inactive; MrgX1 ag: inactive; MrgX1 antagonist: -11*; TRPC4 potent: inactive

Results for CSc1nc(-c2ccccc2)c(-c2ccccc2)[nH]1 ?
TRPC6 inhibitor: inactive; AI-2 QS modul: 29; PolyA inh: inactive; TRPC6 activator: inactive; TRPC4 act: inactive; MrgX1 PAM: inactive; HIF activator: 1.0; TRPC4 block: inactive; MrgX1 ag: inactive; MrgX1 antagonist: inactive; TRPC4 potent: inactive

How did CC1(C)CC(=O)C(C=Nc2cccc(/N=C/C3=C(O)CC(C)(C)CC3=O)n2)=C(O)C1 do in these assays?
TRPC6 inhibitor: inactive; AI-2 QS modul: 16; PolyA inh: inactive; TRPC6 activator: inactive; TRPC4 act: inactive; HIF activator: 0.0; TRPC4 block: inactive; TRPC4 potent: inactive

How did COc1ccccc1Cn1c(=S)[nH]c2cc(C(=O)N3CCN(c4ccccc4OC)CC3)ccc2c1=O do in these assays?
TRPC6 inhibitor: inactive; AI-2 QS modul: 17; PolyA inh: inactive; TRPC6 activator: inactive; TRPC4 act: inactive; MrgX1 PAM: inactive; HIF activator: -1.0; TRPC4 block: inactive; MrgX1 ag: inactive; MrgX1 antagonist: inactive; TRPC4 potent: inactive

Two entries picked at random from those above:
Results for COc1ccccc1C1=NOC(C(=O)N2CCN(C(=O)c3ccco3)CC2)C1 (stereo not given) ?
TRPC6 inhibitor: inactive; AI-2 QS modul: 46; PolyA inh: inactive; TRPC6 activator: inactive; TRPC4 act: inactive; MrgX1 PAM: inactive; HIF activator: 0.5; TRPC4 block: inactive; MrgX1 ag: inactive; MrgX1 antagonist: inactive; TRPC4 potent: inactive

What do the screens show for `O=C(NCc1ccccn1)c1c(O)c2cccc3c2n(c1=O)CC3`?
TRPC6 inhibitor: inactive; AI-2 QS modul: 24; PolyA inh: inactive; TRPC6 activator: inactive; TRPC4 act: inactive; MrgX1 PAM: inactive; HIF activator: 0.6; TRPC4 block: inactive; MrgX1 ag: inactive; MrgX1 antagonist: inactive; TRPC4 potent: inactive
